TbMetRS inhib: T. brucei MetRS inhibitors, primary screen, biochemical, luminescence. methionyl-tRNA synthetase (Trypanosoma brucei brucei). purified T. brucei MetRS, ATP depletion, Kinase-Glo luminescence. inhibition, % at 11.9 µM. 360,000 tested, 0.4% active;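 active = inhibition above a per-plate cutoff of the control wells' mean inhibition plus 3 SD, cut at about 5.5% in these data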;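 also: 0% = DMSO wells median and 100% = median of wells with control inhibitor compound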
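Test system – parasite MetRS enzyme · Reagent – substrates ATP, L-methionine and bulk Escherichia coli tRNA · Doses – 11.9 µM compound single dose, 0.9% DMSO · Times – 15 min enzyme-compound preincubation, 2 h reaction, 10 min detection, 25 °C · Signal – Kinase-Glo luminescence, ATP depletion format · Controls – DMSO-only wells as low control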
SUMO1 PPI mod: modulators of SUMO1 protein-protein interactions, primary screen, biochemical, uHTS; Small ubiquitin-related modifier 1 (Homo sapiens), P63165; SUMO1 binding to a labelled peptide, TR-FRET, 1 h; inhibition, % at 20 µM; 360,000 tested, 0.33% active; in the data active = inhibition above about 37%
Target sequence (P63165 whole entry, looked up): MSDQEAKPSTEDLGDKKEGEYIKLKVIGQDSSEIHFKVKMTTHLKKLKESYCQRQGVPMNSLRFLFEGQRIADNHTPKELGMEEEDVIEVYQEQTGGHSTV
CSN inh: inhibitors of CSN-mediated cullin deneddylation, primary screen, biochemical, fluorescence polarization, uHTS | COP9 signalosome complex subunit 5 (Homo sapiens), Q92905 | Purified CSN, SCF-Nedd8-OG deneddylation | inhibition, % at 12.5 µM | 360,000 tested, 0.38% active | AID 651999, 2013;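 active = pattern-corrected inhibition above about 35%, with an unprinted fluorescence ratio check between 0.5 and 1.5, limit read from the data, passing the limit was not always enough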;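 also: 0% = enzyme with substrate and 100% = substrate without enzyme; some results filed as inactive read as strong as hits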
Target sequence (Q92905 whole entry, looked up, one chain of several): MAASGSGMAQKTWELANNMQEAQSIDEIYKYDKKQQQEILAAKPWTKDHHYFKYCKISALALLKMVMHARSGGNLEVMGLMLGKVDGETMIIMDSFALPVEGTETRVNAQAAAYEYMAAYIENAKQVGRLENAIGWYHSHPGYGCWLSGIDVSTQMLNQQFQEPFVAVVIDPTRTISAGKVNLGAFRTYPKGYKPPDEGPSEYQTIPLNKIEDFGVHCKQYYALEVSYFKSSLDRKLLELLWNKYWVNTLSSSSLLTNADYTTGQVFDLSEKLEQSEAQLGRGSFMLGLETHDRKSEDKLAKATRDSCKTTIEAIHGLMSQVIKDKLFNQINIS
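Assay system: HEK293T-derived human Csn5 enzyme; quantity: 0.24 nM enzyme; medium: Tris/NaCl/DTT buffer, pH 7.5; also added: substrate SCFSkp2-Nedd8OG, 10 nM; doses: 12.5 µM compound; schedule: 90 min reaction at room temperature; signal: FP; read-out: % inhibition of substrate cleavage by Csn5; benchmarks: substrate-only high control, full reaction low control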
LMPTP block: LMPTP phosphatase inhibitors, primary screen, biochemical, fluorescence intensity, uHTS; Low molecular weight phosphotyrosine protein phosphatase (Homo sapiens), P24666; AID 651560, 2012; recombinant LMPTP-A, OMFP fluorogenic substrate; 360,000 tested, 0.22% active; inhibition, % at 20 µM;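 active = compounds that cut the enzyme signal by at least half of the control window in the single-dose screen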;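 also: plate controls were DMSO wells with enzyme plus substrate for no effect and substrate without enzyme for full effect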
Target sequence (P24666 whole entry, looked up): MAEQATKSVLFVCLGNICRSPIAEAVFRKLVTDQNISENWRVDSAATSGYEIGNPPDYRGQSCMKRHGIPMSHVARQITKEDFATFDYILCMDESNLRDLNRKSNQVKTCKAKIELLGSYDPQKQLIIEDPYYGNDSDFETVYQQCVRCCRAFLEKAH
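Test system – LMPTP-A phosphatase enzyme · Quantity – 0.625 nM LMPTP-A final · Reagent – OMFP substrate, 400 µM final · Dosing – one test concentration per compound, 20 µM, with 3% DMSO overall · Timing – 50 min enzyme reaction at room temperature, protected from light · Detection – fluorescence intensity · Controls – substrate-only low control, DMSO enzyme-plus-substrate high control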
MLLE-PAM2 inh: inhibitors of PABP1 MLLE–PAM2 peptide binding, primary screen, biochemical, fluorescence polarization, FITC-PAM2, GST-MLLE | Polyadenylate-binding protein 1 (Homo sapiens), P11940 | inhibition, % at 20 µM | 360,000 tested, 0.36% active | AID 588489, 2011; in the data active = inhibition above about 35%, passing the limit was not always enough;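 also: plate controls were DMSO wells with GST-MLLE for no effect and wells lacking GST-MLLE protein for full effect; some results filed as inactive read as strong as hits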
STEP block: STEP phosphatase inhibitors, primary screen, biochemical, fluorescence intensity, uHTS. recombinant STEP, OMFP fluorogenic substrate. inhibition, % at 20 µM. 360,000 tested, 0.25% active. AID 588621, 2011;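 active = inhibition at 20 µM, scaled per plate between control wells, above about 37%, limit read from the data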;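 also: 0% = DMSO with enzyme and substrate and 100% = substrate only without enzyme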
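Material: STEP (striatal-enriched tyrosine phosphatase) enzyme, cell-free; Compound dosing: 20 µM single dose in 1% DMSO; Technique: fluorescence read at 480 nm ex / 540 nm em; Times: reaction 20 min, ambient temperature; Medium: 50 mM Bis-Tris pH 6.0 with 2.5 mM DTT and 0.005% Tween 20; Also added: OMFP at 25 µM.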
DNMT1 inh: human DNMT1 methyltransferase inhibitors, primary screen, biochemical, molecular beacon, fluorescence, HinP1I cleavage, uHTS; inhibition (reported as % activation of signal), % at 10 µM; 360,000 tested, 0.83% active; in the data active = inhibition above about 50%
NadD block: inhibitors of S. aureus NadD, primary screen, biochemical, colorimetric, uHTS. 360,000 tested, 0.78% active. inhibition, % at 20 µM. purified NadD enzyme, colorimetric absorbance read-out. Nicotinate-nucleotide adenylyltransferase NadD (Staphylococcus aureus N315); in the data active = inhibition above about 26%; also: some compounds past the cut are filed as inactive
Scp-1 inhibitor: Scp-1 phosphatase inhibitors, primary screen, biochemical, colorimetric, uHTS. inhibition, % at 20 µM. Carboxy-terminal domain RNA polymerase II polypeptide A small phosphatase 1 (Homo …. Recombinant Scp1, phosphopeptide, malachite green phosphate absorbance. 340,000 tested, 0.88% active;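 active = inhibition above about 50% at 20 µM, limit read from the data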;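 also: plate controls were DMSO wells with enzyme for no effect and wells lacking enzyme for full effect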
Target sequence (Q9GZU7 76-261 limits assumed): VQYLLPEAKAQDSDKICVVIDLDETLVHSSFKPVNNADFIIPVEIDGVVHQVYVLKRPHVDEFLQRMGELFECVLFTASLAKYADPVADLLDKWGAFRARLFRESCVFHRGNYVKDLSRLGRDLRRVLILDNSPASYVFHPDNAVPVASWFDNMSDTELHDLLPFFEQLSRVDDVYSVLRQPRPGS
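Times: enzyme reaction 45 min at room temperature, colour 5 min, stabilisation 30 min. Material: SCP-1 catalytic fragment, aa 76-261. Medium: Acidic Tris acetate buffer with magnesium and detergent. Signal: colorimetric free-phosphate detection, absorbance 630 nm. Read-out basis: % inhibition of SCP-1 phosphate liberation. Reagent: Phosphorylated 17-residue peptide substrate.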
Rpn11 block: Rpn11 (PSMD14) deubiquitinase inhibitors, primary screen, biochemical, fluorescence polarization, uHTS; 26S proteasome non-ATPase regulatory subunit 14 (Homo sapiens), O00487; human 26S proteasome, Ub4-pepOG fluorescence polarization; 20S core pre-blocked with epoxomicin; calls only at 20 µM; 360,000 tested, 0.59% active;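 active = inhibition at 20 µM, scaled to each plate's controls, above about 33%, limit read from the data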
Active calls of the source: *. Rows were taken by chance (roughly 3.6% active in at least one column).

What do the screens show for `COc1ccc(Br)cc1CNC(=O)C1CCCN(S(=O)(=O)N2CCC(C)CC2)C1` (stereo not given)?
TbMetRS inhib: 0.3; SUMO1 PPI mod: 9; CSN inh: 1; LMPTP block: -0.2; MLLE-PAM2 inh: 4; STEP block: -2; DNMT1 inh: 15; NadD block: -6; Rpn11 block: inactive

How did O=C(NCC1CCCO1)c1sc2cc(Cl)ccc2c1Cl (stereo not given) do in these assays?
TbMetRS inhib: -0.3; SUMO1 PPI mod: -4; CSN inh: -4; LMPTP block: -3.3; MLLE-PAM2 inh: 2; STEP block: 3; DNMT1 inh: -1; NadD block: 0; Scp-1 inhibitor: -4; Rpn11 block: inactive

Results for COc1ccc(Cc2nnc(SCC(=O)Nc3ccccc3)[nH]c2=O)cc1 ?
TbMetRS inhib: -0.6; SUMO1 PPI mod: 11; CSN inh: -1; LMPTP block: -1.0; MLLE-PAM2 inh: 16; STEP block: -1; DNMT1 inh: 2; NadD block: 3; Scp-1 inhibitor: 41; Rpn11 block: inactive

Results for O=C(COc1ccc(Br)cc1)N(Cc1ccco1)C1CCS(=O)(=O)C1 (stereo not given) ?
TbMetRS inhib: 0.3; SUMO1 PPI mod: 0; CSN inh: 1; LMPTP block: -0.3; MLLE-PAM2 inh: -12; STEP block: 4; DNMT1 inh: 1; NadD block: 6; Scp-1 inhibitor: -2; Rpn11 block: inactive

How did CCOC(=O)c1ccc(NC(=O)C2C3CCC(C3)C2C(=O)O)cc1 (stereo not given) do in these assays?
TbMetRS inhib: 0.5; SUMO1 PPI mod: 1; CSN inh: 3; LMPTP block: -0.6; MLLE-PAM2 inh: 1; STEP block: -1; DNMT1 inh: 2; NadD block: -2; Scp-1 inhibitor: -6; Rpn11 block: inactive

How did CCCCOc1ccc(C(=O)NCC(=O)NCC(c2ccc(OC)cc2)N2CCOCC2)cc1 (stereo not given) do in these assays?
TbMetRS inhib: -0.5; SUMO1 PPI mod: -14; CSN inh: 0; LMPTP block: -8.3; MLLE-PAM2 inh: 8; STEP block: -2; DNMT1 inh: 1; NadD block: -3; Scp-1 inhibitor: -7; Rpn11 block: inactive

Results for O=C(C1CCCCC1)N1CCCn2c1nc1ccccc12 ?
TbMetRS inhib: 2.0; SUMO1 PPI mod: -1; CSN inh: 0; LMPTP block: 1.4; MLLE-PAM2 inh: 2; STEP block: -2; DNMT1 inh: 0; NadD block: 0; Scp-1 inhibitor: 1; Rpn11 block: inactive

What do the screens show for `CC(C)c1ccc(NC(=O)C2CCC(CNC(=O)[C@@H]3Cc4ccccc4CN3)CC2)cc1` (stereo not given in full)?
TbMetRS inhib: -0.2; SUMO1 PPI mod: 0; CSN inh: -1; LMPTP block: -0.7; MLLE-PAM2 inh: 3; STEP block: -2; DNMT1 inh: 5; NadD block: -3; Scp-1 inhibitor: 1; Rpn11 block: inactive

How did COc1cccc(NS(=O)(=O)c2ccc(C)c(C(=O)N3CCCCC3)c2)c1 do in these assays?
TbMetRS inhib: 0.3; SUMO1 PPI mod: 7; CSN inh: 0; LMPTP block: -1.1; MLLE-PAM2 inh: 7; STEP block: 1; DNMT1 inh: 1; NadD block: -1; Scp-1 inhibitor: -8; Rpn11 block: inactive

Results for CC(C)(C)c1ccc(OCC(=O)Nc2ccncc2)cc1 ?
TbMetRS inhib: 1.1; SUMO1 PPI mod: 1; CSN inh: 3; LMPTP block: -1.4; MLLE-PAM2 inh: 12; STEP block: -2; DNMT1 inh: 4; NadD block: -3; Scp-1 inhibitor: -10; Rpn11 block: inactive

Next part, starting with the last 2 of the part before.
How did COc1cccc(NS(=O)(=O)c2ccc(C)c(C(=O)N3CCCCC3)c2)c1 do in these assays?
TbMetRS inhib: 0.3; SUMO1 PPI mod: 7; CSN inh: 0; LMPTP block: -1.1; MLLE-PAM2 inh: 7; STEP block: 1; DNMT1 inh: 1; NadD block: -1; Scp-1 inhibitor: -8; Rpn11 block: inactive

Results for CC(C)(C)c1ccc(OCC(=O)Nc2ccncc2)cc1 ?
TbMetRS inhib: 1.1; SUMO1 PPI mod: 1; CSN inh: 3; LMPTP block: -1.4; MLLE-PAM2 inh: 12; STEP block: -2; DNMT1 inh: 4; NadD block: -3; Scp-1 inhibitor: -10; Rpn11 block: inactive

What do the screens show for `O=C(C1CCCCC1)N1C[C@@H](n2cc(C3CC3)nn2)[C@H](O)C[C@@H]1c1ccc(Cl)cc1`?
TbMetRS inhib: -1.4; SUMO1 PPI mod: -2; CSN inh: 2; LMPTP block: -1.9; MLLE-PAM2 inh: -2; STEP block: 0; DNMT1 inh: 7; NadD block: 8; Rpn11 block: inactive

Results for Cc1c(Cl)cccc1NC(=O)C1CC2CCC1C2 (stereo not given) ?
TbMetRS inhib: 0.2; SUMO1 PPI mod: -4; CSN inh: -1; LMPTP block: -0.9; MLLE-PAM2 inh: -4; STEP block: 2; DNMT1 inh: 4; NadD block: -7; Scp-1 inhibitor: -8; Rpn11 block: inactive

What do the screens show for `CCOC(=O)c1ccc(CSC(=N)N)o1`?
TbMetRS inhib: -0.2; SUMO1 PPI mod: 1; CSN inh: -2; LMPTP block: 1.6; MLLE-PAM2 inh: 20; STEP block: -3; DNMT1 inh: 0; NadD block: -2; Scp-1 inhibitor: 2; Rpn11 block: inactive

What do the screens show for `CCC(C)NC(=O)c1ccc(NC(=O)CC2SC(N3CCCC3)=NC2=O)cc1` (stereo not given)?
TbMetRS inhib: -0.3; SUMO1 PPI mod: -2; CSN inh: 0; LMPTP block: -0.3; MLLE-PAM2 inh: 11; STEP block: -1; DNMT1 inh: 1; NadD block: 2; Scp-1 inhibitor: 0; Rpn11 block: inactive

How did Cc1cc(C)cc(OCC(=O)NN2Cc3ccccc3C2=N)c1 do in these assays?
TbMetRS inhib: -1.0; SUMO1 PPI mod: 0; CSN inh: -2; LMPTP block: -1.4; MLLE-PAM2 inh: -4; STEP block: -2; DNMT1 inh: 2; NadD block: 2; Scp-1 inhibitor: -3; Rpn11 block: inactive

Results for CSc1nc(C)c(CCO)c(=O)[nH]1 ?
TbMetRS inhib: -0.1; SUMO1 PPI mod: -2; CSN inh: 1; LMPTP block: -1.1; MLLE-PAM2 inh: 11; STEP block: 0; DNMT1 inh: -3; NadD block: 0; Scp-1 inhibitor: -4; Rpn11 block: inactive

How did CC1CCC(NC(=O)CC2Oc3ccccc3NC2=O)CC1 (stereo not given) do in these assays?
TbMetRS inhib: -0.1; SUMO1 PPI mod: 40; CSN inh: -2; LMPTP block: -0.7; MLLE-PAM2 inh: 7; STEP block: 8; DNMT1 inh: 1; NadD block: -3; Scp-1 inhibitor: 3; Rpn11 block: inactive

Results for CCCSc1nc(NCc2ccco2)c2c3c(sc2n1)COC(C)(C)C3 ?
TbMetRS inhib: -1.5; SUMO1 PPI mod: 6; CSN inh: 14; LMPTP block: 1.8; MLLE-PAM2 inh: 7; STEP block: 1; DNMT1 inh: 15; NadD block: 21; Scp-1 inhibitor: 12; Rpn11 block: inactive

Results for Cc1cc(C2=NNC(=Nc3ccc(S(=O)(=O)N4CCOCC4)cc3)SC2)c(C)n1CC1CCCO1 (stereo not given) ?
TbMetRS inhib: 0.5; SUMO1 PPI mod: 4; CSN inh: -5; LMPTP block: 1.3; MLLE-PAM2 inh: 4; STEP block: 2; DNMT1 inh: -35; NadD block: 26; Scp-1 inhibitor: -5; Rpn11 block: inactive

How did Cc1cc(CSc2nc(C)cc(=O)[nH]2)c2ncccc2c1 do in these assays?
TbMetRS inhib: -0.4; SUMO1 PPI mod: -2; CSN inh: -6; LMPTP block: -0.3; MLLE-PAM2 inh: -2; STEP block: 2; DNMT1 inh: 2; NadD block: -6; Scp-1 inhibitor: -2; Rpn11 block: inactive

What do the screens show for `Cc1c(C)c2c(c(C)c1O)CC[C@@](C)(CCC[C@H](C)CCC[C@H](C)CCCC(C)C)O2`?
TbMetRS inhib: -0.4; SUMO1 PPI mod: 5; CSN inh: -4; LMPTP block: -1.1; MLLE-PAM2 inh: 5; STEP block: -4; DNMT1 inh: 10; NadD block: -4; Scp-1 inhibitor: -4; Rpn11 block: inactive

How did Cc1ccc2c(c1)N(C(=O)CCC(=O)N1CCN(c3ccccn3)CC1)CCO2 do in these assays?
TbMetRS inhib: -0.6; SUMO1 PPI mod: 0; CSN inh: -7; LMPTP block: -1.9; MLLE-PAM2 inh: 4; STEP block: 0; DNMT1 inh: 1; NadD block: -5; Scp-1 inhibitor: -3; Rpn11 block: inactive

Results for N#CCCN(C(=O)Nc1ccccc1)c1ccccc1 ?
TbMetRS inhib: -0.5; SUMO1 PPI mod: 0; CSN inh: 1; LMPTP block: -3.2; MLLE-PAM2 inh: -1; STEP block: -4; DNMT1 inh: 2; NadD block: -2; Scp-1 inhibitor: -5; Rpn11 block: inactive

Pulled one by one from above (two):
How did Cc1cc(C)cc(OCC(=O)NN2Cc3ccccc3C2=N)c1 do in these assays?
TbMetRS inhib: -1.0; SUMO1 PPI mod: 0; CSN inh: -2; LMPTP block: -1.4; MLLE-PAM2 inh: -4; STEP block: -2; DNMT1 inh: 2; NadD block: 2; Scp-1 inhibitor: -3; Rpn11 block: inactive

What do the screens show for `CCOC(=O)c1ccc(CSC(=N)N)o1`?
TbMetRS inhib: -0.2; SUMO1 PPI mod: 1; CSN inh: -2; LMPTP block: 1.6; MLLE-PAM2 inh: 20; STEP block: -3; DNMT1 inh: 0; NadD block: -2; Scp-1 inhibitor: 2; Rpn11 block: inactive
